TcdB GH inh – inhibitors of Clostridioides difficile toxin B glycohydrolase; P18177; TcdB glycohydrolase enzymatic assay, plate reader; inhibition, % at 9.99 µM; 350,000 tested, 0.24% active; in the data active means inhibition above about 10%
BH1578 lux ind – induces V. cholerae light production without autoinducers | AID 588436 | 350,000 tested, 0.16% active | activation, % at 18.7 µM | V. cholerae BH1578 lux reporter, luminescence, 6 h; in the data active means activation mostly above about 9.7%, no sharp cut-off; further: not every result past the cut was called active; inactives centre near 0; reference of the scale not given here
MazF activator – MazEF (E. coli) toxin RNase activation; P0AE70; FAM/BHQ RNA-DNA oligo cleavage fluorescence, 5 h; activation, % at 20 µM; 350,000 tested, 0.32% active; in the data active means activation above about 50%
Target sequence (P0AE70 whole entry, looked up): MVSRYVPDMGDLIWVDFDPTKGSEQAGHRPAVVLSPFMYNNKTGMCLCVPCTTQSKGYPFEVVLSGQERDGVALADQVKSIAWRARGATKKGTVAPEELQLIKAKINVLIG
Rv3671c inh – inhibitors of M. tuberculosis serine protease Rv3671c; 320,000 tested, 0.048% active; inhibition, % at 5.96 µM; P9WHR9; AID 2606; in the data active means inhibition above about 38%;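 further: extracellular domain of Rv3671c used as enzyme; 0% = enzyme with DMSO and 100% = no enzyme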
Target sequence (P9WHR9 whole entry, looked up, the tested form may be a part): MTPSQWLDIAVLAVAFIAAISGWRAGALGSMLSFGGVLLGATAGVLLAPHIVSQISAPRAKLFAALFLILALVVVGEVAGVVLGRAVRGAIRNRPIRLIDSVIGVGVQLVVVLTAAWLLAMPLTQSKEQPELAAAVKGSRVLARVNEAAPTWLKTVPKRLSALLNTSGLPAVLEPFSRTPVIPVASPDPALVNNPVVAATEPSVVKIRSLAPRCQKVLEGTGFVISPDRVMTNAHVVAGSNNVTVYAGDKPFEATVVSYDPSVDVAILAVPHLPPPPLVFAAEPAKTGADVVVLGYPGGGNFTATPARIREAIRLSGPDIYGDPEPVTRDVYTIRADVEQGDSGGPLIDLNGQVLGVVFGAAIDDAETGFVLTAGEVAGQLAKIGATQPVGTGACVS
CCHF vOTU inh – blocks the CCHF virus ovarian tumor domain protease; CCHFV vOTU protease, Pep-AMC fluorescence; inhibition, % at 11.5 µM; 370,000 tested, 0.55% active; AID 651958; in the data active means inhibition above about 30%; further: 0% = vehicle wells with enzyme and 100% = no enzyme wells
SARS 3CLpro inh – SARS-CoV 3CLpro protease inhibition. recombinant SARS-CoV 3CLpro, quenched FRET peptide cleavage. inhibition, % at 6 µM. 290,000 tested, 0.14% active. P0C6X7. AID 1706; in the data active means inhibition above about 12%
PrPC surface inh – inhibitors of human cell surface prion protein PrPC | P04156 | TR-FRET read-out | 370,000 tested, 0.43% active | inhibition, % at 13.8 µM; in the data active means inhibition above about 24%; further: 0% = median of the test wells and 100% = reference compound wells
Yp Topo-I inh – Y. pestis Topo-I inhibition via cleavage products; 360,000 tested, 0.064% active; Y. pestis Topo-I cleavage product accumulation, plate reader; activity, % at 10 µM; in the data active means activity above about 50%, passing the limit was not always enough; further: inactives centre near 2
SSB-PriA inh – K. pneumoniae PriA-SSBct interaction inhibition. AlphaScreen SSBct-PriA binding, biotinylated peptide. inhibition, % at 33 µM. 430,000 tested, 0.6% active. AID 1272365; in the data active means inhibition mostly above about 37%, no sharp cut-off; inactive means mostly below about 20%;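 further: plate controls were negative control peptide for no effect and reference peptide for full effect; strong numbers were not always called active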
DUSP3 inh – DUSP3 (human) phosphatase inhibition | recombinant VHR phosphatase, pNPP absorbance | AID 1654 | 290,000 tested, 0.52% active | P51452 | inhibition, % at 13.3 µM; in the data active means inhibition above about 50%; further: some compounds called inactive have numbers as strong as hits
Target sequence (P51452 whole entry, looked up): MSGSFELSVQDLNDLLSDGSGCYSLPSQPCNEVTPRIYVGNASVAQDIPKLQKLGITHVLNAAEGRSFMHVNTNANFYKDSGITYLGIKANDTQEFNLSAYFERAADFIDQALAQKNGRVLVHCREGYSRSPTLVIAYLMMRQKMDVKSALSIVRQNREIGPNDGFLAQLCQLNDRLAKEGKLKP
An asterisk follows results filed as active; i = inactive; / = not tested or not shown.

cpd | mol | TcdB GH inh | BH1578 lux ind | MazF activator | Rv3671c inh | CCHF vOTU inh | SARS 3CLpro inh | PrPC surface inh | Yp Topo-I inh | SSB-PriA inh | DUSP3 inh
1 | Cc1ccc(Nc2nc(N)nc(CSc3nc(C)cc(C)n3)n2)cc1 | / | 11 | 6 | -6 | 8 | 2 | 7 | -5 | -1 | 32
2 | CC(O)(c1ccccc1)c1nc(-c2cccc(F)c2)cs1 (stereo not given) | 3.6 | i | / | / | 12 | / | 4 | 6 | / | /
3 | Cc1noc(C)c1CC(=O)Nc1ccc2c(c1)OCO2 | -1.4 | i | 2 | 7 | -11 | / | -3 | 7 | 5 | /
4 | CCOc1ccccc1Nc1nc(-c2cccnc2)cs1 | 1.5 | -0.3 | 3 | / | -4 | 1 | 4 | 8 | -1 | 13
5 | O=C(Nc1ccc(Cc2ccncc2)cc1)c1cccc([N+](=O)[O-])c1 | 0.6 | 0.2 | 9 | 8 | 10 | 0 | -5 | 0 | 5 | 35
6 | CCCn1c2ccccc2c2nnc(SCC(=O)Nc3nnc(CC(=O)OCC)s3)nc21 | / | -0.7 | 4 | -8 | 8 | 0 | 8 | 2 | -2 | -9
7 | CCCNC(=O)C(=O)N/N=C/c1ccc(OCc2ccccc2)cc1 | 1.0 | 2.9 | -2 | 4 | 2 | 3 | 6 | 5 | / | 33
8 | COc1ccccc1NC(=S)NCCc1c[nH]c2ccccc12 | / | 0.4 | 2 | 2 | 4 | 4 | -3 | -11 | 45* | 13
9 | COc1ccc(C(=O)N2CCCC(Nc3ccc(F)cc3)C2)cc1F (stereo not given) | -2.3 | -0.6 | -1 | 4 | -2 | 8 | -3 | 2 | 0 | 14
10 | Cc1ccc(S(=O)(=O)CC(=O)c2ccc(C(C)(C)C)cc2)cc1 | / | i | -10 | 3 | -4 | 3 | 0 | -7 | -8 | 1
11 | Cc1cccc(COc2ccccc2C(=O)N(C)CC(=O)Nc2cccc(F)c2)c1 | -0.4 | 0.3 | 2 | -2 | 8 | / | 9 | 11 | -11 | /
12 | CCOC(=O)c1c(C)[nH]c(C(=O)COC(=O)c2cnccn2)c1C | 1.1 | 3.2 | -4 | -4 | 1 | / | 0 | -11 | 7 | /
13 | COc1ccc(F)cc1Cn1nc(C(=O)O)c2ccccc2c1=O | -1.6 | -6.2 | 11 | -10 | 13 | 2 | 3 | 31 | -6 | 36
14 | O=C(NC1CCCCC1)C(c1ccncc1)N(C(=O)c1csnn1)c1ccccc1F (stereo not given) | 0.1 | -0.3 | 4 | 2 | -15 | 2 | -4 | 7 | -9 | 15
15 | Cc1ccc(NC(=O)COc2ccccc2)c(NC(=O)c2ccco2)c1 | 0.4 | i | -1 | -5 | 1 | -1 | -7 | 8 | -9 | 6
16 | CCOC(=O)C1=C(CN2CCC(C)CC2)NC(=O)NC1c1ccc(Cl)cc1 (stereo not given) | 1.0 | -0.3 | -1 | 6 | 22 | -7 | 4 | 7 | -6 | 0
17 | O=C(Nc1nnc(Cc2ccc(Cl)cc2)s1)c1cccs1 | / | -0.4 | 9 | -8 | 2 | -8 | -5 | -1 | 1 | 6
18 | Cc1cccc(C)c1OCC(=O)OCC(=O)Nc1ccc(Cl)cn1 | 1.7 | -0.6 | 2 | -1 | 16 | / | -5 | 10 | -8 | /
19 | Cc1cc(SCC(=O)N(C)CC(=O)Nc2ccc(F)cc2)nc2ccccc12 | / | -0.3 | -5 | 0 | -9 | 9 | -8 | 10 | -1 | 3
20 | O=C(CN(c1ccc2c(c1)OCCO2)S(=O)(=O)c1ccccc1)NCC1CCCO1 (stereo not given) | / | i | 5 | 2 | 7 | 3 | -5 | 7 | -18 | 8

4 compounds from above, ordered by number of heavy atoms, largest number first.
cpd | mol | TcdB GH inh | BH1578 lux ind | MazF activator | Rv3671c inh | CCHF vOTU inh | SARS 3CLpro inh | PrPC surface inh | Yp Topo-I inh | SSB-PriA inh | DUSP3 inh
20 | O=C(CN(c1ccc2c(c1)OCCO2)S(=O)(=O)c1ccccc1)NCC1CCCO1 (stereo not given) | / | i | 5 | 2 | 7 | 3 | -5 | 7 | -18 | 8
16 | CCOC(=O)C1=C(CN2CCC(C)CC2)NC(=O)NC1c1ccc(Cl)cc1 (stereo not given) | 1.0 | -0.3 | -1 | 6 | 22 | -7 | 4 | 7 | -6 | 0
2 | CC(O)(c1ccccc1)c1nc(-c2cccc(F)c2)cs1 (stereo not given) | 3.6 | i | / | / | 12 | / | 4 | 6 | / | /
3 | Cc1noc(C)c1CC(=O)Nc1ccc2c(c1)OCO2 | -1.4 | i | 2 | 7 | -11 | / | -3 | 7 | 5 | /

Next section.
cpd | mol | TcdB GH inh | BH1578 lux ind | MazF activator | Rv3671c inh | CCHF vOTU inh | SARS 3CLpro inh | PrPC surface inh | Yp Topo-I inh | SSB-PriA inh | DUSP3 inh
21 | COC(=O)c1sc(S(=O)(=O)NC(C)C(=O)O)c(C(=O)OC)c1C (stereo not given) | 1.0 | 0.6 | 3 | -10 | -4 | 6 | 8 | 5 | -10 | 10
22 | COC(=O)c1ccc(-c2n[nH]c(=O)c3ccccc23)cc1 | / | i | 0 | -1 | -4 | 0 | 6 | 0 | -16 | -5
23 | CCOc1ccc(NS(=O)(=O)c2ccc(NC(=O)c3cccnc3)c(OC)c2)cc1 | 2.1 | 0.3 | 2 | -1 | -10 | 2 | -3 | 1 | -15 | 4
24 | CCN(CC)S(=O)(=O)c1ccc(N2CCOCC2)c(NS(=O)(=O)c2ccc(Cl)s2)c1 | 1.4 | -0.5 | -10 | / | 1 | / | -7 | 8 | / | /
25 | CN(CC1CCCN(CCc2ccccc2F)C1)C(=O)c1ccoc1 (stereo not given) | 0.1 | -0.1 | -11 | -9 | 14 | -1 | -3 | -1 | -6 | 28
26 | Cc1ccc2c(CSc3nncn3C)cc(=O)oc2c1C | 0.4 | -0.2 | 4 | -5 | 0 | 4 | 0 | 8 | -10 | 26
27 | O=C(Cn1nc(-c2cccc(Cl)c2)ccc1=O)Nc1cccnc1 | / | i | -1 | 1 | -1 | 4 | -6 | 7 | -9 | 21
28 | CCN(C(=O)/C=C/c1ccccc1)C1CCCCC1 | 0.2 | i | 2 | 0 | 16 | 2 | -3 | 13 | -14 | 1
29 | CCOC(=O)Cc1csc(NC(=O)COc2ccc(C)c(C)c2)n1 | 0.5 | 1.8 | 1 | 0 | -14 | -4 | 1 | 11 | -13 | 30
30 | CCOC(=O)N1c2ccccc2Sc2ccccc21 | -0.1 | 1.1 | -6 | -6 | -13 | 6 | -2 | 1 | -39 | 20
31 | COC(=O)c1ccc(Cn2cnc3c(cnn3-c3ccc(C)c(C)c3)c2=O)o1 | 1.6 | i | 1 | -8 | -5 | -4 | -3 | -2 | -2 | 39
32 | O=C(NNC(=O)c1ccc2c(=O)n3c(nc2c1)CCC3)c1cccc(Cl)c1 | 2.1 | i | -7 | -1 | -1 | / | -5 | 2 | -13 | /
33 | COc1ccc(-c2csc(Nc3cc(C)ccn3)n2)cc1C | 1.3 | -1.2 | 5 | 2 | 8 | 3 | 15 | -7 | -9 | -1
34 | Cc1c(C(=O)NCc2ccccn2)sc(=O)n1Cc1ccc(-c2ccccc2)cc1 | 0.4 | i | / | / | 4 | / | -2 | 36 | / | /
35 | CCCN1CCN(CCCNC(=O)CCCn2nc(C)c3sc4ccccc4c3c2=O)CC1 | 0.8 | -1.3 | 5 | -8 | -7 | -1 | 1 | 13 | 3 | -15
36 | Cc1ccc(Cl)cc1N1C(=O)CC(Sc2ncccn2)C1=O (stereo not given) | -3.3 | -0.9 | 13 | 3 | 19 | 3 | 7 | 4 | -13 | -9
37 | C#CCOCCOCCOCCNc1nc(N2CCN(C(=O)[C@H](CCCN=C(N)N)n3cc(C(N)[C@@H](C)CC)nn3)CC2)nc(N2CCN(C(=O)[C@H](CCC(=O)O)n3cc([C@@H](N)CC(N)=O)nn3)CC2)n1 (stereo not given in full) | -0.1 | i | 13 | 3 | -8 | / | -2 | -7 | -7 | /
38 | O=C(CSc1nc2ncccc2[nH]1)NC1CCCCC1 | -0.2 | -0.5 | 7 | -1 | 7 | -1 | 7 | -1 | 4 | 20
39 | CCOCCCNC(=O)c1ccc(N2CCOCC2)c(NS(=O)(=O)c2ccc(OC)cc2)c1 | -0.5 | -0.1 | 0 | 3 | 12 | -3 | -9 | 16 | 2 | 2
40 | NC(=O)c1c(NC(=O)c2ccc([N+](=O)[O-])o2)sc2c1CCCC2 | -0.5 | i | 16 | 4 | -6 | 3 | -2 | -4 | -4 | -4

Exported with values under each structure: part of the list above
Values run as follows: TcdB GH inh, BH1578 lux ind, MazF activator, Rv3671c inh, CCHF vOTU inh, SARS 3CLpro inh, PrPC surface inh, Yp Topo-I inh, SSB-PriA inh, DUSP3 inh
#3 Cc1noc(C)c1CC(=O)Nc1ccc2c(c1)OCO2
 : -1.4, i, 2, 7, -11, /, -3, 7, 5, /
#4 CCOc1ccccc1Nc1nc(-c2cccnc2)cs1
 : 1.5, -0.3, 3, /, -4, 1, 4, 8, -1, 13
#5 O=C(Nc1ccc(Cc2ccncc2)cc1)c1cccc([N+](=O)[O-])c1
 : 0.6, 0.2, 9, 8, 10, 0, -5, 0, 5, 35
#6 CCCn1c2ccccc2c2nnc(SCC(=O)Nc3nnc(CC(=O)OCC)s3)nc21
 : /, -0.7, 4, -8, 8, 0, 8, 2, -2, -9

Next section
No.	molecule	TcdB GH inh	BH1578 lux ind	MazF activator	Rv3671c inh	CCHF vOTU inh	SARS 3CLpro inh	PrPC surface inh	Yp Topo-I inh	SSB-PriA inh	DUSP3 inh
41	COc1ccccc1N1CCN(C(=O)c2cccc(C(=O)N3CCN(c4ccccc4OC)CC3)c2)CC1	0.6	i	9	0	-5	-5	2	33	-10	13
42	Nc1cccc(-c2nc3ccccc3[nH]2)c1	/	2.5	-6	-2	-26	-1	1	10	-2	22
43	Cc1cccc(N2CCN(C(=O)C(NS(=O)(=O)c3cccs3)c3ccccc3)CC2)c1C (stereo not given)	/	-10	-5	-6	5	0	1	43	-27	-16
44	COc1ccccc1OCCNc1ccc(S(=O)(=O)N2CCCC2)cn1	-0.1	-0.4	167*	/	13	/	-6	14	2	/
45	COC(=O)N1[C@H](C)C=C[C@]1(Cc1ccccc1)C(=O)NCCCNc1ncc(C(F)(F)F)cc1Cl	2.0	i	5	-8	18	/	7	15	-9	/
46	COc1cc(Br)cc2cc(C(=O)N3CCCCC3C)c(=O)oc12 (stereo not given)	/	-0.3	4	-10	-10	2	2	-3	-6	-8
47	Cc1ccc(NC(=O)CCC(=O)OCC(=O)c2ccc(-c3ccccc3)cc2)cc1	/	-7.0	-25	-26	0	2	-1	-1	-5	16
48	CCC(OC(=O)c1ccc(S(C)(=O)=O)c([N+](=O)[O-])c1)C(=O)NC1C2CC3CC(C2)CC1C3 (stereo not given)	1.1	-0.4	/	/	-4	/	-2	0	/	/
49	COCCNC(=O)C(c1ccc(OC)cc1)N(CCOC)C(=O)CCC(=O)Nc1nccs1 (stereo not given)	0.3	0.3	7	0	-3	2	-6	-3	-2	12
50	CC1=C(Sc2nc3ccccc3[nH]2)C(=O)NC(C)(C)C1	/	i	6	-2	-11	1	-1	1	-9	2
51	O=C(Cc1cccs1)Nc1ccccc1-c1nc2ccccc2[nH]1	/	/	-10	-15	/	-3	/	/	-7	15

Copied from the list.
entry 44 in PrPC surface inh has -6
entry 43 in SARS 3CLpro inh has 0
entry 51 in MazF activator has -10
entry 45 in MazF activator has 5
entry 42 in Rv3671c inh has -2
entry 49 in Rv3671c inh has 0
entry 47 in MazF activator has -25

Compound activity from PubChem BioAssay.

An excerpt; count on the stated rates, not on these rows.
